# Compound activity deposited in PubChem BioAssay by NMMLSC.
# Bcl-XL Bim block = inhibitors of Bim-Bcl-XL binding, primary screen, biochemical, multiplexed, bead flow cytometry, human Bcl-XL; inhibition, % at 10 µM; AID 1007, 2008; Bim peptide-Bcl-XL binding, fluorescence; 190,000 compounds, 0.04% hits
# Target sequence (Q07817 whole entry, looked up): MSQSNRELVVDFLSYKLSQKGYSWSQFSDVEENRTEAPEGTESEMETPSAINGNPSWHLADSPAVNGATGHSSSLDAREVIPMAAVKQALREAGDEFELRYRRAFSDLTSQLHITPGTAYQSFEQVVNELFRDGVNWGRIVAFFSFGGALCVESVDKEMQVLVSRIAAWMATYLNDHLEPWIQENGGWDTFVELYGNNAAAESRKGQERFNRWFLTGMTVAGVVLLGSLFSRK
# Avidin bead fluor = green autofluorescence of compounds with avidin beads – biophysical, 488/530 nm, flow cytometry, artefact control, profiling panel; fluorescence (KMESF) at 10 µM; AID 1775, 2009; 220,000 compounds, 0.38% hits; compound fluorescence 488/530 nm; active compounds read high; in the data active = fluorescence above about 47; note: inactives centre near 10
# GSH fluor = compound fluorescence on glutathione beads, profiling panel, artefact control, biophysical, 488/530 nm, flow cytometry; GSH beads flow cytometry, compound fluorescence 488/530 nm; active compounds read high; fluorescence (KMESF) at 10 µM; 190,000 compounds, 0.25% hits; in the data active = fluorescence above about 89;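 note: glutathione beads carrying GST-tagged Bcl family fusion proteins plus one bare bead set; values are compound well signal with DMSO vehicle wells as background; inactives centre near 16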
# Bim-Bcl-W = inhibitors of Bim binding to Bcl-W, primary screen, biochemical, multiplexed, bead-based flow cytometry; Bcl-2-like protein 2 (Homo sapiens), Q92843; Bim peptide-Bcl-W binding; inhibition, % at 10 µM; 190,000 compounds, 0.02% hits; AID 952, 2007;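 note: 0% = bound tracer without compound and 100% = peptide blocker; higher means less fluorescent Bim peptide bound to Bcl-W beads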
# Target sequence (Q92843 whole entry, looked up): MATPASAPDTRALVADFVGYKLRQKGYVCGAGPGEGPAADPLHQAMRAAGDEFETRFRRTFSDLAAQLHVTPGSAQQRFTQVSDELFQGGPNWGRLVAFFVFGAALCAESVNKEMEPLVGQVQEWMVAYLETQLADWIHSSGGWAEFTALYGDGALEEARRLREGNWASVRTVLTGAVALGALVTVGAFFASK
# Bim-Bcl-B = inhibitors of Bim-Bcl-B binding, primary screen, biochemical, multiplexed, human Bcl-2 family; Bcl-2-like protein 10 (Homo sapiens), Q9HD36; bead-based flow cytometry, Bim peptide-Bcl-B binding; inhibition, % at 10 µM; 190,000 compounds, 0.073% hits; AID 951, 2007;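 note: 0% = tracer peptide without compound and 100% = reference inhibitor peptide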
# Bim-Bcl-2 = inhibitors of Bim-Bcl-2 binding, primary screen, biochemical, multiplexed, human Bcl-2 family. Apoptosis regulator Bcl-2 (Homo sapiens), P10415. Bead-based flow cytometry, Bim peptide-Bcl-2 binding. inhibition, % at 10 µM. 190,000 compounds, 0.06% hits; in the data active = inhibition above about 40%; inconclusive = no clear call, values can overlap the other calls;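 note: 0% = no compound wells with probe peptide and 100% = reference peptide inhibitor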
# Target sequence (P10415 whole entry, looked up): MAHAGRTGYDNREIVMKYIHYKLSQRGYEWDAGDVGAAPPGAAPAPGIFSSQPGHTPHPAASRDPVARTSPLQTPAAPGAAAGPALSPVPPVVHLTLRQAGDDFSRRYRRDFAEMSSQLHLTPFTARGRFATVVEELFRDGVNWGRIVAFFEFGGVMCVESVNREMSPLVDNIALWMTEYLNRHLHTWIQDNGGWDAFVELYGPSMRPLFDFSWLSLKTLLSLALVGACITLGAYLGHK
# ABCG2 block = ABCG2 efflux pump inhibitors, primary screen, multiplex with ABCB1, IgMXP3 cells, flow cytometry; JC-1 efflux; inhibition, % at 6.6 µM; 190,000 compounds, 0.1% hits; Broad substrate specificity ATP-binding cassette transporter ABCG2 (Homo sapiens), Q9UNQ0;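 active = inhibition above 80%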;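 note: 0% = DMSO and 100% = nicardipine control wells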
#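 test system = two drug-resistant human cell lines, ABCG2 and ABCB1 | amount = 3 million cells/mL final, two lines in 1:1 ratio | reagent = JC-1 transporter substrate | doses = one concentration, 6.6 µM final | incubation = 10 min at 25 °C | signal = flow cytometric JC-1 green MFI at 530 nm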
# RGS7-Gao = RGS7-Galphao binding modulators, primary screen, biochemical, multiplexed bead flow cytometry. Guanine nucleotide-binding protein G(o) subunit alpha (Homo sapiens), P09471. actives lie on both sides. binding response (% of control), % at 10 µM. 220,000 compounds, 0.35% hits; in the data active = binding response below about 49% or above about 150%; inconclusive = no clear call, values can overlap the other calls; inactive = in between;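 note: fluorescent Galphao held in activated GDP-AlF4 state binding bead-coupled RGS7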
# Target sequence (P09471 whole entry, looked up): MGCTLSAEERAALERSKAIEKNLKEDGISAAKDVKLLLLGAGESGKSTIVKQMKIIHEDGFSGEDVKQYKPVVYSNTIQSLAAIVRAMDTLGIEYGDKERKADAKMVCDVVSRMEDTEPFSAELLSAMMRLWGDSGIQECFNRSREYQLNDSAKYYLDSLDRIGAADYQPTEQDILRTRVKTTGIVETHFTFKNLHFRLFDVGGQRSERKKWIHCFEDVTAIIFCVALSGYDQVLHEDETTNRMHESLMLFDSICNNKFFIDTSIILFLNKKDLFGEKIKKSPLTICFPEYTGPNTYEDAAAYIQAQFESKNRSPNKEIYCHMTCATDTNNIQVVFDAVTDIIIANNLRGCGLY
# ABCB1 inh = ABCB1 efflux pump inhibitors, primary screen, cell-based, multiplex, flow cytometry, ABCG2 counter-screen; ATP-dependent translocase ABCB1 (Homo sapiens), P08183; CCRF-Adr cells, JC-1 efflux; inhibition, % at 6.6 µM; 190,000 compounds, 0.067% hits; AID 1326, 2008; in the data active = inhibition above about 40%;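 note: 0% = vehicle and 100% = reference inhibitor; higher value means more JC-1 retained so stronger ABCB1 efflux block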
# Bim-Bfl-1 = inhibitors of Bim binding to Bfl-1, primary screen, biochemical, multiplexed, bead-based flow cytometry | inhibition, % at 10 µM | Bim-Bfl-1 binding inhibition | Bcl-2-related protein A1 (Homo sapiens), Q16548 | 190,000 compounds, 0.12% hits;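 note: 0% = wells without compound plus tracer and 100% = blocker peptide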
# RGS4-Gao reg = modulators of RGS4 binding to Galphao, primary screen, biochemical, multiplexed bead flow cytometry. binding response (% of control), % at 10 µM. 220,000 compounds, 0.33% hits. actives lie on both sides; in the data active = binding response below about 49% or above about 150%; inactive = in between;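 note: fluorescent Galphao activated with aluminum fluoride binding bead-coupled RGS4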
# * hit, by the source's call; ? = inconclusive; · = no result given. Cut-off read from the data, not from the text of the source, unless noted: active = inhibition above about 40%. Not a hit list; 1.3% or so of the library scored in one or more.
item	structure	Avidin bead fluor	ABCB1 inh	ABCG2 block	Bcl-XL Bim block	Bim-Bcl-W	Bim-Bcl-B	Bim-Bcl-2	GSH fluor	Bim-Bfl-1	RGS7-Gao	RGS4-Gao reg
1	Cc1ccc(SC(C)C(=O)NC(N)=O)c(C)c1 (stereo unspecified)	24	-0.3	0.7	-2.0	-4.0	-2.0	-4.0	11	-9.0	102.5	102.8
2	COC1(NC(=O)c2ccccc2)C(C)=CC(=O)C=C1C	13	1.1	2.1	-2.0	0.0	0.0	-4.0	10	2.0	100.0	102.9
3	CCOC(=O)/C=C1\SCC(=O)N1CC(=O)NCCc1ccc(F)cc1	12	0.1	0.6	-5.0	-4.0	-3.0	-7.0	11	-5.0	103.7	98.7
4	Nc1nc(-c2ccc(Cl)cc2)nn1C(=O)c1ccco1	20	-0.1	1.0	-2.0	-2.0	-2.0	0.0	8	3.0	99.2	99.9
5	CC1Cc2ccccc2N1S(=O)(=O)c1cccc2nsnc12 (stereo unspecified)	11	1.3	1.9	-2.0	0.0	-4.0	-1.0	77	-5.0	86.1	88.9
6	CC(C)N(Cc1ccccc1)C(=S)Nc1cccnc1	10	0.6	6.1	-1.0	0.0	-3.0	0.0	20	-2.0	?	97.5
7	Cc1ccc(S(=O)(=O)NCCCOC(=O)Nc2ccncc2)cc1	18	-0.8	5.9	-5.0	1.0	-6.0	-7.0	17	-8.0	98.9	99.8
8	COc1cc(NC(=O)c2ccco2)c(OC)cc1NC(=O)Nc1ccc(Cl)cc1	7	-0.3	-0.6	-4.0	-5.0	-3.0	-4.0	6	-5.0	104.9	106.3
9	Cc1cccc(CN(C(=S)Nc2c(C)cccc2C)c2cccnc2)c1	14	0.6	5.3	-2.0	0.0	-6.0	0.0	11	-2.0	98.5	102.4
10	Clc1nnc2ccc(-c3ccccc3)nn12	9	0.4	5.4	-2.0	3.0	1.0	3.0	15	0.0	97.0	98.3
11	CCCCN(C)Cc1c(O)ccc2c(-c3ccccc3)cc(=O)oc12	10	-3.0	-1.4	-12.0	0.0	-6.0	-5.0	28	-11.0	98.0	100.9
12	O=S(=O)(c1ccc(F)cc1)N1CCN(Cc2ccccc2C(F)(F)F)CC1	28	0.2	3.7	-8.0	-5.0	-9.0	-12.0	24	-18.0	104.9	102.7
13	NC(=O)[C@@H]1CCCNc2c(I)cc([N+](=O)[O-])cc2C(=O)N[C@@H](CO)C(=O)N[C@@H](Cc2ccc(O)cc2)C(=O)N1	12	1.4	6.5	-4.0	-2.0	-1.0	0.0	18	-1.0	103.1	102.0
14	CCNC(=O)NC(=O)C(C)OC(=O)CCCc1nc2ccccc2s1 (stereo unspecified)	10	0.4	9.5	-2.0	0.0	-3.0	-1.0	11	-4.0	96.7	100.4
15	CCOC(=O)c1c(NC(=O)c2cccs2)sc(C)c1CC	13	0.5	4.3	1.0	-1.0	0.0	-4.0	24	0.0	101.8	102.3
16	CC(O)CN(Cc1cccc(Cl)c1)CC(C)O (stereo unspecified)	13	-0.2	2.9	-1.0	-1.0	-7.0	-8.0	36	-10.0	102.2	101.6
17	CCOCCCNC(=O)C(NC(=O)c1ccc(=O)[nH]c1)c1ccc(Cl)cc1 (stereo unspecified)	7	0.3	0.1	2.0	2.0	-3.0	0.0	11	0.0	95.2	98.1
18	O=C(Nc1ccc2c(c1)OCCO2)c1ccccn1	11	0.1	0.2	-3.0	-2.0	-1.0	-3.0	68	-2.0	102.4	100.3
19	Cc1ccc(C2(O)CN(c3ccccc3)C3=[N+]2CCS3)cc1 (stereo unspecified)	10	0.6	11.9	-10.0	-4.0	-5.0	-4.0	12	15.0	97.9	97.7
20	O=C(Cc1cccs1)Nc1cccc(-c2ccc3nncn3n2)c1	12	0.9	18.7	-2.0	-2.0	-5.0	0.0	9	-5.0	101.3	100.0
21	COc1ccc(Cn2nnnc2C(c2ccccc2Cl)N2CCN(C3CCCC3)CC2)cc1 (stereo unspecified)	7	-0.8	-1.8	4.0	-3.0	-9.0	-9.0	32	-13.0	101.9	97.5
22	CSc1nc(=O)n(-c2ccccc2)c(C)c1C(C)=O	38	0.3	1.8	0.0	-2.0	-5.0	-4.0	13	-1.0	100.5	97.6
23	Cc1c(C#N)c(O)n(CCO)c(=O)c1N=Nc1ccc(S(N)(=O)=O)cc1	10	-0.2	-0.2	1.0	2.0	1.0	2.0	13	0.0	105.7	108.5
24	CCCCn1c(-c2sccc2C)n[nH]c1=S	10	0.2	1.3	-5.0	-1.0	-23.0	2.0	16	3.0	103.2	100.3
25	Cc1cc(C)n2[nH]c(=O)c(N=Nc3ccccc3)c2n1	7	0.3	2.3	-1.0	2.0	-2.0	1.0	4	-7.0	101.9	100.5
26	O=C(Nc1ccc(N2CCOCC2)c(Cl)c1)c1cccc(F)c1	19	0.2	3.7	0.0	0.0	0.0	-1.0	13	1.0	91.1	93.3
27	CCOC(=O)/C=c1\s/c(=C\c2ccc(C(F)(F)F)cc2)c(=O)n1CC(=O)NCc1ccco1	7	-0.8	-4.2	-7.0	-10.0	-5.0	-7.0	16	-6.0	103.8	104.4
28	CCN(Cc1ccncc1)Cc1c(O)ccc2cc(Br)ccc12	22	-0.5	-1.1	-1.0	-1.0	-2.0	1.0	12	0.0	100.7	100.8
29	CCOC(=O)c1ccc(-n2ncc(C(=O)OCC)c2N)cc1	8	1.6	·	-3.0	-2.0	0.0	-1.0	34	-4.0	99.2	101.1
30	Cc1cccc(OCc2nnc(N)s2)c1C	34	0.2	1.3	0.0	0.0	1.0	0.0	13	-1.0	97.7	102.3
31	COc1ccc(C(=O)N2CCC(C(=O)Nc3ccc(C)cc3)CC2)cc1	13	0.1	5.4	-1.0	-1.0	-2.0	-3.0	13	-5.0	103.2	101.2
32	COc1ccc(-c2cc(-c3ccc(C)cc3)nc(SCc3nnc(-c4ccccc4)o3)c2C#N)cc1OC	11	0.7	2.1	-1.0	0.0	-4.0	4.0	5	3.0	105.5	100.8
33	COc1cc(OC)c(NC(C)C(=O)NCc2ccccc2)cc1Cl (stereo unspecified)	4	0.5	3.0	-3.0	-2.0	5.0	0.0	17	6.0	91.2	97.7
34	NC(=O)C1CCN(C(=O)CSc2nc3ccccc3o2)CC1	5	0.8	2.0	-11.0	4.0	-10.0	-8.0	45	-9.0	99.8	101.2
35	CCC(C)NC(=O)CSc1nc2ccsc2c(=O)n1-c1ccc(OC)cc1 (stereo unspecified)	23	0.5	2.2	-5.0	-1.0	-5.0	-4.0	24	-6.0	103.7	104.0
36	O=C(CCc1ccccc1)Nc1ccc(S(=O)(=O)N2CCCC2)cc1	5	-0.1	1.2	2.0	8.0	5.0	-2.0	46	2.0	99.6	101.8
37	CCN(CCCNS(=O)(=O)c1ccc2c(c1)oc(=O)n2C)c1cccc(C)c1	24	1.1	11.9	-9.0	-4.0	-10.0	-6.0	14	-9.0	98.3	99.3
38	Cc1ccc2nc(-c3ccncc3)cc(C(=O)Nc3ccc(OC(F)F)cc3)c2c1	9	1.8	15.7	-4.0	-3.0	1.0	-2.0	8	-5.0	106.9	107.4
39	CCN(CC)C(=O)c1cn(C)c2ccc(S(=O)(=O)N(CC)CC)cc2c1=O	5	1.3	5.9	0.0	5.0	-13.0	-12.0	55	-10.0	103.1	107.2
40	CC1CCN(c2c([N+](=O)[O-])nn(-c3ccc4c(c3)OCCO4)[n+]2[O-])CC1	12	1.5	16.0	-8.0	-4.0	-7.0	-9.0	24	-17.0	102.7	99.0

# The list goes on (3 carried over from the part before).
item	structure	Avidin bead fluor	ABCB1 inh	ABCG2 block	Bcl-XL Bim block	Bim-Bcl-W	Bim-Bcl-B	Bim-Bcl-2	GSH fluor	Bim-Bfl-1	RGS7-Gao	RGS4-Gao reg
38	Cc1ccc2nc(-c3ccncc3)cc(C(=O)Nc3ccc(OC(F)F)cc3)c2c1	9	1.8	15.7	-4.0	-3.0	1.0	-2.0	8	-5.0	106.9	107.4
39	CCN(CC)C(=O)c1cn(C)c2ccc(S(=O)(=O)N(CC)CC)cc2c1=O	5	1.3	5.9	0.0	5.0	-13.0	-12.0	55	-10.0	103.1	107.2
40	CC1CCN(c2c([N+](=O)[O-])nn(-c3ccc4c(c3)OCCO4)[n+]2[O-])CC1	12	1.5	16.0	-8.0	-4.0	-7.0	-9.0	24	-17.0	102.7	99.0
41	Cc1ccc(CNC(=O)c2coc(=O)c3ccccc23)o1	5	0.1	0.8	0.0	5.0	-8.0	-3.0	42	-10.0	96.8	97.6
42	CC(C)OC(=O)CSc1nnc(CNc2ccc(Cl)cc2)n1C	39	0.4	3.9	-7.0	-5.0	-1.0	-4.0	19	-16.0	141.2	110.4
43	O=C(COc1ccc(S(=O)(=O)N2CCCC2)cc1Cl)NC1CC1	6	0.1	0.3	-5.0	0.0	-8.0	-7.0	35	-12.0	98.4	96.7
44	CCOC(=O)c1c(C)c(C(=O)NCc2ccccc2OC)c(C)n1C	17	0.6	3.5	-4.0	-1.0	-1.0	-3.0	27	-2.0	98.5	98.7
45	CCn1c(N2CCN(C(=O)/C=C/c3ccccc3)CC2)nc2ccccc21	13	1.6	5.3	-2.0	-1.0	2.0	-2.0	21	0.0	97.1	98.5
46	CCO[C@H]1OC(C(=O)NCc2ccccc2)=C[C@@H](c2coc3ccccc3c2=O)[C@@H]1CCCO	6	0.3	-0.2	1.0	0.0	-1.0	-5.0	19	-6.0	106.2	105.1
47	CCCN(CCC)CCCNC(=O)CCNS(=O)(=O)c1ccc(Br)cc1	11	0.8	1.2	-6.0	-2.0	-3.0	-3.0	23	-3.0	110.8	113.2
48	COc1ccc(CN(CC(=O)NCc2ccccc2)C(=O)c2csnn2)cc1	6	0.4	0.8	-2.0	-1.0	1.0	-3.0	24	5.0	107.9	105.8
49	CCOC(=O)C1CCCN(c2c(C(=O)c3ccccc3)cnc3ccc(OC)cc23)C1 (stereo unspecified)	8	3.5	0.8	0.0	1.0	-2.0	-2.0	15	-4.0	?	100.6
50	CC(=O)c1cccc(NC(=O)N2CCN(S(C)(=O)=O)CC2)c1	9	0.5	3.2	-8.0	-1.0	-6.0	-9.0	35	-10.0	103.1	104.4
51	O=[N+]([O-])c1c(Nc2ccccc2O)ccc2nonc12	10	2.5	20.0	-2.0	1.0	1.0	0.0	25	-2.0	98.0	102.8
52	NC(=O)CSCc1ccc(Br)cc1	17	1.0	6.3	-1.0	-1.0	0.0	0.0	22	0.0	93.3	94.8
